High-throughput results as filed in PubChem BioAssay.
Eya2 inh: qHTS Assay for Inhibitors of the Phosphatase Activity of Eya2 | recombinant Eya2, OMFP fluorescence dephosphorylation (OMFP is methylfluorescein phosphate) | Protein phosphatase EYA2 (Homo sapiens), O00167 | Potency, µM (highest dose often 76.9 µM), without a hit: at the highest dose activity, negative = inhibition, most hits filed as inhibitors | 330,000 tested, 0.006% active; also: potency is read from the fitted curve at half-maximal effect
Target sequence (O00167 whole entry, looked up): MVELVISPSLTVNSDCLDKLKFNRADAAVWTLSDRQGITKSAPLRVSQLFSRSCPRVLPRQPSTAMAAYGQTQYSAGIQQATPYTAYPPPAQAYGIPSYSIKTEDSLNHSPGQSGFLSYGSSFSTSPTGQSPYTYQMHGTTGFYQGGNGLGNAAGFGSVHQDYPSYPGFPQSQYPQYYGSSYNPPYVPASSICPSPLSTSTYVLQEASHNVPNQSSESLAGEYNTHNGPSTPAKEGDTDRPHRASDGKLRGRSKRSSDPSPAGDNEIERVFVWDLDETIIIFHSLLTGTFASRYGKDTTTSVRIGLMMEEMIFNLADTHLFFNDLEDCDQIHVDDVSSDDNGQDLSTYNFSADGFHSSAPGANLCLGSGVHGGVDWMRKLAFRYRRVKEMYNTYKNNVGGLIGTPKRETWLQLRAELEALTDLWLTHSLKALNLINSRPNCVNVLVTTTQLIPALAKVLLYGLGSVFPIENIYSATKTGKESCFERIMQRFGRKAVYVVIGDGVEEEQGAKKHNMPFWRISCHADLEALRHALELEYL
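Eya2 (0.2 uM) preincubated 10 min at ambient with compound, then OMFP substrate added at 50 uM; 10 min reaction in 50 mM HEPES pH 7.5, 50 mM NaCl, 5 uM MgCl2, 0.05% BSA, 1 mM DTT. Fluorescence read at Ex 485/Em 525 nm.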
PKM2 activator: qHTS Assay for Activators of Human Muscle isoform 2 Pyruvate Kinase. Pyruvate kinase PKM (Homo sapiens), P14618. purified PKM2, Kinase-Glo ATP luminescence, activation; response scale: 0% is enzyme alone, no compound. Potency, µM (highest dose often 57.5 µM), without a hit: at the highest dose activation, most hits filed as activators. 260,000 tested, 0.34% active. AID 1631, 2009; also: potency is read from the fitted curve at half-maximal effect; nearly all actives have a fitted effect of over 55% in size
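ATP formation by purified human PK-M2, quantified via coupled luciferase luminescence after 1 h at room temperature with 0.1 mM ADP and 0.5 mM PEP final.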
Chronic BCR inh: qHTS Assay to Find Inhibitors of Chronic Active B-Cell Receptor Signaling. ABC-DLBCL IkBa-CBG/CBR reporter, luminescence ratio, 4 h. Potency, µM (highest dose often 46.1 µM), for the others: at the top dose ratio change, negative = lower green/red ratio, hits mostly inhibitors. 340,000 tested, 0.05% active. AID 493014, 2011; active = well fitted inhibition curve with a large enough effect in the signal ratio, with a control signal flat, not every such curve was filed as active; inconclusive = small, poorly fitted or top-dose-only effect, or effect the other way, or a change in a side signal; the % refers to the signal ratio;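 also: potency is read from the fitted curve at half-maximal effect; plate controls were basal doxycycline-induced cells for no effect and cells given 10 µM MG132 for full effect; MG132 reads +100%, hits lower the ratio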
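TMD8 ABC-DLBCL cells carrying doxycycline-inducible green luciferase fused to IkappaBalpha plus unfused red luciferase were exposed to compounds (up to 46 uM) for 4 hrs at 37C. Activity came from the overlap-corrected green/red luminescence ratio.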
KCNH2 3.1 block: qHTS for Inhibitors of KCHN2 3.1: Mutant qHTS | Potassium voltage-gated channel subfamily H member 2, brain isoform KCNH2 3.1 (human) | U2OS KCNH2 3.1, thallium flux FluxOr; active compounds read low | activity change, % (tested at about 1.8 µM) | 340,000 tested, 0.95% active | AID 720553, 2013;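 active = maximum activity change below -70%; inconclusive = maximum activity change from -70% to -50%; inactive = maximum activity change above -50%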;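 also: thallium influx rate constant from kinetic fluorescence after stimulation buffer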
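Thallium flux read-out: FluxOr dye with Red40 quencher in HBSS/HEPES, 45 min at RT. Rate constants from kinetic reads were normalized to positive and negative DMSO controls. Cells: U2OS virally expressing the 3.1 isoform.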
GALK inh: qHTS Assay for Inhibitors of Human Galactokinase (GALK). P51570. Purified GALK, Kinase-Glo residual ATP luminescence. Potency, µM (titrated, usually from 57.5 µM), inactives show at the highest dose activity change, negative = inhibition, hits mostly inhibitors. 270,000 tested, 0.007% active. AID 1868, 2009; also: potency is read from the fitted curve at half-maximal effect
Target sequence (P51570 whole entry, looked up): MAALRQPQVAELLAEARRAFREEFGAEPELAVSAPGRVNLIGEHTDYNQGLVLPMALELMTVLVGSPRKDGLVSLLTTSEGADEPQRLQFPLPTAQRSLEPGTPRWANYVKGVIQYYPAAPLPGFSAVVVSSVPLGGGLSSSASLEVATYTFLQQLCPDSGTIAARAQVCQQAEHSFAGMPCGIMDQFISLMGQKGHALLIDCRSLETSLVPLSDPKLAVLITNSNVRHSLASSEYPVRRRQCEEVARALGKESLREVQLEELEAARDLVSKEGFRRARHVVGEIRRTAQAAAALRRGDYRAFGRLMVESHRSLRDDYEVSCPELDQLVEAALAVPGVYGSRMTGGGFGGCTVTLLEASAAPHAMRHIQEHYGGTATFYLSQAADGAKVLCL
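Kinase-Glo Plus luminescence measured ATP left after a 1 h room-temperature reaction. The reaction used 5 nM GALK, 100 uM galactose and 35 uM ATP at pH 8.0 (20 mM HEPES, 5 mM MgCl2, 60 mM NaCl, 1 mM DTT, 0.01% BSA).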
B2AR arrestin: qHTS assay of beta-arrestin-biased ligands of beta2-adrenergic receptor; Beta-2 adrenergic receptor (Homo sapiens), P07550; beta-arrestin recruitment to beta2AR, cell-based reporter; Potency, µM (top dose mostly 46.1 µM), inactives show at the top dose activation, hits mostly activators; 330,000 tested, 0.02% active;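 also: potency is read from the fitted curve at half-maximal effect; 0% = DMSO controls and full agonism = EC100 isoproterenol or metaproterenol; nearly all actives have a fitted effect of over 65% in size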
USP2a inh: qHTS Assay for Inhibitors of Ubiquitin-specific Protease USP2a Using CHOP2 as the Reporter; USP2 core, Ub-CHOP2 coupled fluorogenic reporter, 485/531; Potency, µM (top dose mostly 38.3 µM), for the others: top-dose activity change, negative = inhibition, usual class: inhibitors; 330,000 tested, 0.01% active; AID 463254, 2010;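 also: potency is read from the fitted curve at half-maximal effect; plate controls were DMSO wells for no effect and full inhibition by NEM control for full effect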
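Deubiquitinase activity read as fluorescence (485/531 nm) after Ub-CHOP2 cleavage activates the enterokinase reporter on its substrate; USP2 core 10nM, Ub-CHOP2 and substrate 25nM each, 30min compound preincubation then 60min RT; data normalized to NEM, curves fitted.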
Giardia kill: Small Molecules that selectively kill Giardia lamblia: qHTS; 340,000 tested, 0.15% active; Giardia lamblia trophozoite viability; AID 540267, 2011; activity change, % at 7.66 µM, hits read low; in the data active = activity change below about -80%; inconclusive = between about -30% and that limit;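 also: parasites exposed to compound for two days anaerobically before the ATP read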
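Trophozoites 100 cells/well + cpd; 48 hrs, 37 deg C, anaerobic. ATPLite 1-Step added, 15-30 min RT, luminescence read (ATP-based viability).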
hERG WT inh: qHTS for Inhibitors of KCHN2 3.1: Wildtype qHTS | Voltage-gated inwardly rectifying potassium channel KCNH2 (Homo sapiens), Q12809 | U2OS, BacMam KCNH2, thallium flux FluxOr; active compounds read low | activity change, % at 1.84 µM | 340,000 tested, 0.37% active;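 active = maximum activity change below -70%; inconclusive = maximum activity change between -70% and -50%; inactive = maximum activity change above -50%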
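U2OS cells transduced with wild-type KCNH2 virus are loaded with FluxOr dye for 45 min, and thallium flux is measured in kinetic reads before and after stimulation buffer. Rate constants are normalized to DMSO controls.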
uPA generation: qHTS for Inhibitors of Cell Surface uPA Generation | cell surface uPA generation assay, qHTS | Potency, µM (series often up to 38.3 µM), without a hit: at the highest dose activity change, negative = inhibition, usual class: inhibitors | 330,000 tested, 0.31% active; active = well fitted inhibition curve with a large enough effect; inconclusive = small, poorly fitted or top-dose-only effect; inactive = no such curve, though single readings can be large or run the other way; tested in mouse RAW 264.7 cells; also: potency is read from the fitted curve at half-maximal effect; nearly all actives have a fitted effect of over 55% in size
FBPA coupling cs: qHTS Assay for Inhibitors of Fructose-1,6-bisphosphate Aldolase from Giardia Lamblia: Coupling assay counterscreen; activity change, negative = inhibition, % at 58.2 µM, hits read low; 290,000 tested, 0.67% active; coupling enzyme system counterscreen, AmpLite Red fluorescence; AID 2472, 2010; in the data active = activity change below about -30%
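Activity here indicates interference with the coupling reaction, not aldolase inhibition. Compounds at 57.5 uM final met coupling enzymes for 10 min at RT; substrate and AmpLite Red detection followed, with a 525/598 nm fluorescence read after 20 min.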
Starred values were filed as active, the others as inactive; ? = inconclusive; nt = not tested or not shown; [ ] = another dose, or the depositor's remark. Unless noted, calls follow the shape of the dose curve; as a rule, active = well fitted curve in the direction sought with a large enough effect; inconclusive = small, poorly fitted or top-dose-only effect, or another doubt; inactive = no such curve, though single readings can be large; an effect the other way counts as inactive or inconclusive. Unless noted, % is scaled to controls: 0 for no effect and ±100 for the full control effect. This is a random part of the collection; overall some 2.4% were active at least once.

SMILES	Eya2 inh	PKM2 activator	Chronic BCR inh	KCNH2 3.1 block	GALK inh	B2AR arrestin	USP2a inh	Giardia kill	hERG WT inh	uPA generation	FBPA coupling cs
CCOC(=O)CNC(=O)CN1C(=O)CC(c2ccccc2)S(=O)(=O)c2ccccc21 (configuration not stated)	18%	-9%	16%	-2	0%	-0.3%	0%	3	-2	3%	6
O=C(COC(=O)c1cc[n+]([O-])cc1)Nc1ccccc1Sc1ccccc1	1%	-2%	2%	8	-2%	-0.2%	-1%	-10	-8	9%	-20
Cc1noc(C)c1COC(=O)c1cccc(S(=O)(=O)N2CCCCCC2)c1	-3%	-2%	?	-14	-2%	-0.9%	-1%	-21	18	-10%	1
O=C(NCCCO)Nc1ccc2nc(-c3ccco3)c(-c3ccco3)nc2c1	8%	14%	?	nt	-4%	-1.5%	13%	nt	nt	nt	-43*
CC(C(=O)Nc1ccc(Cl)cc1Cl)N1C(=O)NC2(CCCC2)C1=O (configuration not stated)	-6%	0%	-15%	4	1%	0.2%	0%	-13	-5	1%	1
CCOC(=O)C1(Cc2ccccc2)CCN(Cc2cnn(CC)c2)CC1	10%	-6%	?	-4	1%	-0.5%	4%	-24	54	-2%	7
CCNc1nc(Oc2ccc(=O)[nH]n2)nc(SC)n1	-12%	-5%	-10%	-8	-3%	-1.7%	0%	4	-8	-2%	-1
CC(C)Cn1ccc(=O)n(CC(C)C)c1=O	-12%	-7%	3%	11	-1%	0.5%	1%	-9	5	-10%	2
CC(C)c1ccc(N2C(=NC(=O)C3CCCO3)SC3CS(=O)(=O)CC32)cc1 (configuration not stated)	-3%	nt	3%	-6	-2%	-1.5%	-2%	-8	5	-3%	nt
O=C(CSc1nnc(CNC(=O)c2ccco2)o1)Nc1ccc(Br)cc1	-5%	nt	-1%	4	7%	-0.2%	2%	1	20	-14%	2
Cc1onc(-c2ccccc2)c1C(=O)N1CCN(S(=O)(=O)c2ccc3c(c2)OCCO3)CC1	-2%	14%	1%	-4	2%	-0.9%	0%	0	1	-1%	4
CCCSc1nc(C)c(CC(=O)O)c(=O)[nH]1	19%	0%	-1%	0	0%	-0.6%	2%	17	2	0%	-3
Cc1ccc(/C=N/NC(=O)c2ccc(-n3cnnn3)cc2)cc1	9%	nt	?	-13	nt	0.0%	11%	0	8	-3%	nt
CCOC(=O)c1sc(-c2ccc(OC)cc2)cc1NC(C)=O	-13%	-14%	5%	-8	0%	-0.1%	3%	23	-6	7%	1
COc1ccc(OC)c(NC(=O)CSc2ncccc2C(=O)O)c1	10%	2%	?	5	2%	-1.5%	0%	11	-15	6%	-7
Cc1cc(=O)oc2cc(NC(=O)c3ccc(OC(F)F)cc3)ccc12	6%	nt	2%	-1	0%	-0.1%	-1%	-9	-1	-1%	2
O=C(NCCCn1ccnc1)/C(=C/c1ccco1)NC(=O)c1cccs1	-9%	4%	5%	-49	-1%	0.2%	2%	-9	-42	-1%	-1
CCC[C@@H](CN1CCC[C@H]1CN1C(N)=NC[C@@H]1Cc1ccccc1)N1C[C@@H]([C@H](C)CC)N(CCCC2CCCC2)C1=N	-22%	nt	-8%	-40	nt	0.0%	-10%	15	?	?	nt
CCNC(=O)C(=O)NCC1CCCN1S(=O)(=O)c1cccs1 (configuration not stated)	10%	nt	1%	-11	nt	-0.4%	2%	1	5	0%	nt
CC(=O)Nc1ccc2c(COC(=O)CC3Sc4ccccc4NC3=O)cc(=O)oc2c1 (configuration not stated)	-23%	1%	3%	-19	2%	-0.9%	3%	-14	?	0%	5
NS(=O)(=O)c1ccc(N=Nc2ccc(O)c3ncccc23)cc1	-14%	nt	?	-9	10%	-0.1%	-21%	-13	3	?	-4
CC1CCN(CC(=O)Nc2ccc(C(=O)N3CCCCC3)cc2)CC1	-5%	2%[11.5 µM]	?	-16	-7%	-0.8%	-1%	-10	4	1%	2
CC(=O)c1cc2c(cc1NC(=O)Nc1cccc(Cl)c1)OCCO2	0%	-2%	4%	7	-4%	0.0%	0%	-4	6	-2%	0
CCN(C(=O)c1ccco1)c1nc(-c2ccc(OC)cc2)cs1	4%	-4%[11.5 µM]	?	8	0%	0.2%	2%	22	-10	-1%	-2
c1ccc2sc(N3CCN(Cc4nnnn4CC4CCCO4)CC3)nc2c1 (configuration not stated)	-2%	19%	-6%	-7	2%	0.3%	2%	9	-4	nt	2
O=C(NC1CCc2ccccc21)C12CN(Cc3ccccc3)CC1C(c1cccc([N+](=O)[O-])c1)=NO2 (configuration not stated)	11%	2%	15%	-35	0%	-0.1%	-4%	-16	-5	4%	-7
Cc1ccc(C(=O)O/N=C(\N)Cc2ccc([N+](=O)[O-])cc2)c(Cl)c1	0%	3%	-6%	-2	2%	0.2%	-1%	45[activator]	3	?	1
CCN1CNC(=S)N(CCc2ccccc2)C1	-31%	-4%	-11%	-6	0%	3.1%	-4%	2	-3	-3%	2
OC(c1nc2ccccc2[nH]1)C(O)C(O)C(O)c1nc2ccccc2[nH]1 (configuration not stated)	-14%	-1%	1%	-10	-2%	-1.3%	3%	-11	6	4%	2
COc1cccc(-c2ccc(SCC(=O)NCCc3ccccc3)nn2)c1	-5%	-8%	-3%	-9	0%	0.1%	-4%	5	3	-1%	1
CC(C)(C)c1cc(CN2CCCC(O)C2)c(O)c(C(C)(C)C)c1 (configuration not stated)	-30%	8%	?	-2	-3%	-0.2%	2%	-18	24	nt	-3
O=[N+]([O-])c1ccc(CSc2nc3ccccc3o2)cc1	1%	0%	?	-2	-1%	-0.6%	-8%	1	2	1%	1
CC(C)COC(=O)N(C)c1ccc(C(O)(C(F)(F)F)C(F)(F)F)cc1	?	8%	0%	-5	-5%	-0.1%	-2%	-19	-17	-2%	0
CC1CN(C(=O)C2CC2)C(C)CN1C(=O)C1CC1 (configuration not stated)	-3%	-14%	8%	-3	nt	0.1%	-1%	4	-14	4%	0
O=C(c1ccc(S(=O)(=O)Cc2ccccc2F)c([N+](=O)[O-])c1)N1CCCCCC1	3%	4%	?	-18	0%	0.2%	0%	15	2	-10%	2
O=C(c1ccccc1)N(Cc1cccs1)C1CCS(=O)(=O)C1 (configuration not stated)	23%	-5%	1%	20	2%	-0.2%	1%	3	4	-1%	3
COc1ccc(C)cc1NC(=O)c1ccccc1NS(=O)(=O)c1cccc2cccnc12	-3%	-6%	-7%	-9	1%	0.0%	-1%	-20	-5	0%	6
C/C=C/Cn1cccc(C(=O)Nc2ccc(OC)cc2)c1=O	13%	-5%	-28%	-5	0%	-0.4%	2%	-9	4	1%	1
Cc1ccc(N(CC(=O)NCC2CCCO2)C(=O)CCC(=O)Nc2cc(C)on2)cc1 (configuration not stated)	-7%	-4%	-10%	-1	10%	-0.2%	3%	-10	8	10%	-1
Cc1cc(NS(=O)(=O)c2ccc(NC(=O)CCCOc3ccccc3C)cc2)nc(C)n1	-5%	6%	7%	2	-2%	-0.1%	4%	34[activator]	-2	12%	4
Cc1onc(-c2ccccc2)c1C(=O)NCCSCc1ccco1	-7%	nt	3%	14	nt	0.1%	5%	-27	36	-1%	nt
O=C(Nc1nc2cc(Cl)ccc2s1)C1CCCN(S(=O)(=O)c2cccc3cccnc23)C1 (configuration not stated)	7%	-3%	?	-14	2%	-0.1%	1%	-24	-4	13µM*	-1
CC(C)C(=O)Nc1ccc(C(=O)c2ccccc2)cc1	-5%	0%	-24%	-13	1%	-0.3%	-1%	-9	1	nt	2
Cc1c(NC(=O)c2cc3nc(-c4ccc(Br)cc4)cc(C(F)(F)F)n3n2)c(=O)n(-c2ccccc2)n1C	2%	-7%	0%	-4	-1%	-0.1%	0%	-13	1	1%	-3
CCN(CC)c1ccc(/C=N/Nc2nc(C)cc(=O)[nH]2)c(O)c1	2%	5%	-3%	nt	3%	1.2%	-2%	-20	-4	-22%	0
